# MITF act: increases MITF-driven TRPM1 promoter luciferase signal; SK-MEL-5 TRPM1-promoter luciferase, 24 h; % of positive control, neutral wells = 0; activation, % at 12.5 µM; 300,000 compounds, 0.75% hits; AID 588334;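 active = mean activation of at least 80% with every replicate also reaching 80%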;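 note: 0% = neutral control wells and 100% = parthenolide positive control wells; values of inactives mirror those of a sister screen read the other way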
# dFosB act: enhances mouse delta FosB homodimer DNA binding | P13346 | purified delta FosB, TAMRA-CDK5 oligo fluorescence polarization; percent of positive-control signal above neutral wells | activation, % at 25 µM | 340,000 compounds, 0.99% hits | AID 493131;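 active = mean activation above about 17%, with every replicate also reaching it, limit read from the data, passing the limit was not always enough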;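 note: fluorescence polarization rise as delta FosB binds a TAMRA Cdk5 AP-1 oligo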
# Target sequence (P13346 whole entry, looked up): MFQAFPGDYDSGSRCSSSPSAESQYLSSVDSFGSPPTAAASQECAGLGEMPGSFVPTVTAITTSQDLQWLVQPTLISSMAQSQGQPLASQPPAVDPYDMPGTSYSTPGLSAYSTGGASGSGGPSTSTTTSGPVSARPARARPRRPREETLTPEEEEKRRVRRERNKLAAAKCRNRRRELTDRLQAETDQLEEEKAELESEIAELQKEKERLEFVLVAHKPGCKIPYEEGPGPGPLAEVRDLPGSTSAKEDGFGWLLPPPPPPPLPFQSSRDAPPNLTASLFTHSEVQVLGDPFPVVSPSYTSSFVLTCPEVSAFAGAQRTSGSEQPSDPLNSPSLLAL
# SR-BI DiI inh: mouse SR-BI HDL lipid transfer inhibition. Q61009. ldlA[mSR-BI] CHO cells, DiI-HDL uptake fluorescence, 3 h. 320,000 compounds, 0.96% hits. inhibition, % at 12.5 µM;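 active = mean replicate inhibition of at least 70% and a set share of replicates each scoring 70 or more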;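 note: 0% = median of neutral control wells and 100% = median of positive control wells; values of inactives mirror those of a sister screen read the other way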
# PfHsp90 set2: reduces growth (ATP signal) of yeast expressing P. falciparum Hsp90; AID 504621; inhibition, % at 9.4 µM; S. cerevisiae expressing PfHsp90, BacTiter-Glo ATP, 48 h; yeast lacking PDR1 and PDR3 efflux regulators; 310,000 compounds, 0.32% hits;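 active = every replicate shows inhibition above about 80%, whatever the replicate mean, limit read from the data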;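 note: 0% = DMSO neutral controls and 100% = 20 µM radicicol positive controls; yeast relying on Plasmodium falciparum Hsp90 in place of its own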
# CAL PDZ FP-1: human CAL PDZ-peptide interaction inhibition; Q9HD26; purified CAL PDZ, TMR-peptide fluorescence polarization, 1 h; inhibition, % at 20 µM; 330,000 compounds, 0.02% hits; AID 504414;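 active = highest replicate inhibition of at least 40%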;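 note: plate controls were DMSO neutral control wells for no effect and unlabeled competitor peptide control wells for full effect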
#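 System: purified tagged CAL PDZ domain construct (CerCALP). Schedule: 1 h incubation at room temperature before polarization reading. Medium: 25 mM sodium phosphate pH 7.4, 150 mM NaCl, TCEP, IgG, Thesit. Read-out: percent inhibition from loss of millipolarization. Measured by: FP readout, S and P plane fluorescence. Probe or stimulus: fluorescent TMR peptide probe.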
# Rtt109 Vps75: C. albicans Rtt109 histone acetyltransferase inhibition | Q5AAJ8 | purified Rtt109/Vps75, ThioGlo CoA-SH fluorescence, 4 h | inhibition, % at 34.9 µM | 330,000 compounds, 0.16% hits | AID 540336;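 active = inhibition of at least 50% in every replicate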
# Target sequence (Q5AAJ8 whole entry, looked up): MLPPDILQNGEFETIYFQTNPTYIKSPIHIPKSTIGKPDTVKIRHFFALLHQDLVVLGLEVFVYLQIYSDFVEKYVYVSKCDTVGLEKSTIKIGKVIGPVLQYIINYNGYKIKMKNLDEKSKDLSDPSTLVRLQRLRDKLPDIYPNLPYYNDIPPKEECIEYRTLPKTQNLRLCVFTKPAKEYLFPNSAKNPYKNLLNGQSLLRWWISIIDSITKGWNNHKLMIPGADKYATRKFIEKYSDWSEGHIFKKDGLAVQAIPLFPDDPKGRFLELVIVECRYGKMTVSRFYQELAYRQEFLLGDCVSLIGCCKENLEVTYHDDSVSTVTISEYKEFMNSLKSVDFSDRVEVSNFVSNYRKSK
# CAL PDZ FP-2: blocks peptide binding to the human CAL PDZ domain. Q9HD26. purified CAL PDZ, TMR-peptide fluorescence polarization, 1 h. inhibition, % at 24.9 µM. 300,000 compounds, 0.92% hits. AID 602252;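 active = mean inhibition of at least 30% with at least half of replicates also reaching 30%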;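 note: 0% = DMSO neutral control and 100% = excess unlabeled competitor peptide PRC23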
# PvdQ acylase: P. aeruginosa PvdQ acylase inhibition; purified PvdQ acylase, fluorescence plate reader; 340,000 compounds, 0.063% hits; inhibition, % at 10 µM; AID 488965; in the data active = inhibition above about 30%, passing the limit was not always enough;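 note: 0% = vehicle neutral wells and 100% = reference inhibitor wells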
# SR-BI uptake up: enhances SR-BI lipid uptake from DiI-HDL; CHO ldlA[mSR-BI] cells, DiI-HDL uptake fluorescence, 3 h; 100 = double the neutral-control signal; 320,000 compounds, 0.096% hits; AID 504775; activation, % at 12.5 µM;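 active = mean replicate activation of at least 60% and every replicate at or above 60%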;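 note: 0% = median plate neutral-control signal and 100% = twice that signal; values of inactives mirror those of a sister screen read the other way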
#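 System: LDL receptor-deficient CHO ldlA cells overexpressing murine SR-BI | Timing: 3 h uptake period with compound, 37 °C | Medium: HEPES-buffered (25 mM, pH 7.4) F12 plus 0.5% BSA | Dosing: Single-point compound dose | Signal: Bottom-read fluorescence, 550/595 nm | Read-out: Retained DiI signal reflecting DiI-HDL uptake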
# NSD2 inh: NSD2 (human) methyltransferase inhibition; NSD2 peptide methylation, AlphaScreen, 120 min; inhibition, % at 12.5 µM; 310,000 compounds, 0.54% hits; O96028; AID 743445; in the data active = inhibition above about 50%
# * hit, by the source's call; · = no result given.
MITF act,dFosB act,SR-BI DiI inh,PfHsp90 set2,CAL PDZ FP-1,Rtt109 Vps75,CAL PDZ FP-2,PvdQ acylase,SR-BI uptake up,NSD2 inh,Compound
-3,-16,·,-17,-1.7,13,-1,-13,·,2,CN1C(=O)C(CC(=O)Nc2ccc(F)cc2)N(CCCc2ccccc2)C1=S (configuration not stated)
-8,-9,-6,-23,0.6,-4,·,-4,6,1,O=C(COc1ccc2ccccc2c1Br)N1CCN(c2ccccn2)CC1
-2,5,-19,-9,-1.9,-7,-2,-11,19,-1,O=C(Cn1nnc2ccccc2c1=O)N[C@@H](Cc1c[nH]c2ccccc12)C(=O)O
8,-7,8,-10,1.0,8,1,-9,-8,6,CC1CCCN(c2ccc(C(=O)NCc3ccco3)cc2[N+](=O)[O-])C1 (configuration not stated)
-25,4,9,4,0.3,-6,-2,-11,-9,-2,O=C(c1ccccc1F)N1CCN(c2ccc([N+](=O)[O-])c3ncccc23)CC1
5,-4,-4,-5,-0.5,-10,-2,-6,4,1,Cc1nnc(SCC(=O)Nc2cc(S(=O)(=O)N3CCCC3)ccc2Cl)s1
-5,-5,-10,·,-0.1,1,-11,17,10,-3,CC(C)OC(=O)Cn1cc(C#N)c2ccccc21
-10,-3,29,4,0.0,4,-2,-4,-29,·,O=C(NCCOc1ccccc1)c1ccc2c(c1)S(=O)(=O)c1cc(Cl)ccc1C2=O
-4,-8,58,22,-2.1,-11,-1,3,-58,-5,COc1cccc(NC(=O)C2CCC(CNC(=O)[C@@H]3Cc4ccccc4CN3)CC2)c1 (some centres not stated)
-10,0,22,2,-2.9,9,-3,-8,-22,·,O=C(NC(NC(=S)Nc1cc(Cl)ccc1Cl)C(Cl)(Cl)Cl)c1ccco1 (configuration not stated)
0,3,·,-6,-0.8,-12,-1,-18,·,-2,O=C(c1ccco1)N(Cc1ccco1)c1ccc(O)cc1
-6,-2,-8,-11,2.0,4,11,-12,8,1,Cc1ccc(C(=O)CN2CCC(NC(=O)C3CCCCC3)CC2)cc1
-3,-7,-1,18,-0.3,-8,-1,-1,1,-3,Cc1nc(C)c(C(=O)OC(C)C(=O)Nc2ccc(F)cc2)s1 (configuration not stated)
13,-3,28,·,-0.4,5,·,-8,-28,-3,COc1ccccc1-c1cc(-c2cc(Cl)ccc2O)n[nH]1
-8,0,1,·,-0.7,0,-3,-13,-1,·,CCOC(=O)C[C@H]1c2ccccc2S(=O)(=O)N1Cc1ccc(Cl)cc1
32,-14,·,2,0.6,15,5,8,·,4,Cc1cc(=O)[nH]c(N/N=C/c2cc(C)n(-c3ccccc3)c2C)n1
42,-3,34,-10,·,6,70*,-18,-34,0,COc1ccccc1/C=N/NC(=O)c1ccc2c(c1)OCO2
-6,0,-47,-6,0.3,5,0,7,47,-3,Cc1cc(C)nc(SC(C(=O)O)c2ccccc2)n1 (configuration not stated)
3,-13,70,-33,-0.8,-8,-4,5,-70,2,CCOc1ccc2c(c1)C(=NNC(=O)c1ccncc1)c1cc(OCC)ccc1-2
0,-11,-5,-35,-0.3,8,-3,-7,5,·,Cc1ccc([C@H]2C(C(=O)O)=C[C@@H](CC3CCCC3)N2S(=O)(=O)c2ccc(C)cc2)cc1

# Already shown: an excerpt of the list.
MITF act,dFosB act,SR-BI DiI inh,PfHsp90 set2,CAL PDZ FP-1,Rtt109 Vps75,CAL PDZ FP-2,PvdQ acylase,SR-BI uptake up,NSD2 inh,Compound
-10,0,22,2,-2.9,9,-3,-8,-22,·,O=C(NC(NC(=S)Nc1cc(Cl)ccc1Cl)C(Cl)(Cl)Cl)c1ccco1 (configuration not stated)
0,3,·,-6,-0.8,-12,-1,-18,·,-2,O=C(c1ccco1)N(Cc1ccco1)c1ccc(O)cc1
-6,-2,-8,-11,2.0,4,11,-12,8,1,Cc1ccc(C(=O)CN2CCC(NC(=O)C3CCCCC3)CC2)cc1
-3,-7,-1,18,-0.3,-8,-1,-1,1,-3,Cc1nc(C)c(C(=O)OC(C)C(=O)Nc2ccc(F)cc2)s1 (configuration not stated)
13,-3,28,·,-0.4,5,·,-8,-28,-3,COc1ccccc1-c1cc(-c2cc(Cl)ccc2O)n[nH]1
-8,0,1,·,-0.7,0,-3,-13,-1,·,CCOC(=O)C[C@H]1c2ccccc2S(=O)(=O)N1Cc1ccc(Cl)cc1
32,-14,·,2,0.6,15,5,8,·,4,Cc1cc(=O)[nH]c(N/N=C/c2cc(C)n(-c3ccccc3)c2C)n1
42,-3,34,-10,·,6,70*,-18,-34,0,COc1ccccc1/C=N/NC(=O)c1ccc2c(c1)OCO2
-6,0,-47,-6,0.3,5,0,7,47,-3,Cc1cc(C)nc(SC(C(=O)O)c2ccccc2)n1 (configuration not stated)
3,-13,70,-33,-0.8,-8,-4,5,-70,2,CCOc1ccc2c(c1)C(=NNC(=O)c1ccncc1)c1cc(OCC)ccc1-2
0,-11,-5,-35,-0.3,8,-3,-7,5,·,Cc1ccc([C@H]2C(C(=O)O)=C[C@@H](CC3CCCC3)N2S(=O)(=O)c2ccc(C)cc2)cc1

# Carrying on:
MITF act,dFosB act,SR-BI DiI inh,PfHsp90 set2,CAL PDZ FP-1,Rtt109 Vps75,CAL PDZ FP-2,PvdQ acylase,SR-BI uptake up,NSD2 inh,Compound
-12,-5,-12,-72,0.3,9,-6,-17,12,-3,COc1cccc(/C=C2\SC(=S)N(N3C(=O)CCCC3=O)C2=O)c1
·,0,7,-1,0.8,2,-6,-2,-7,-2,CCN1C(=O)C2(C(C(=O)c3cc4ccccc4o3)=C(O)C(=O)N2CCCN2CCOCC2)c2ccccc21 (configuration not stated)
5,8,-19,-17,-0.2,3,-6,-6,19,·,c1ccc(-c2nnnn2-c2ccccn2)cc1
-7,-4,-25,3,-1.4,-3,0,-12,25,11,CN(c1ccccc1)S(=O)(=O)c1cccc(NC(=O)CCN2C(=O)C3CCCCC3C2=O)c1 (configuration not stated)
-2,4,6,11,0.1,7,3,-5,-6,·,Cc1ccc(-c2csc(/C(C#N)=C(\O)CN3CCN(C(=O)c4ccco4)CC3)n2)cc1
·,2,4,·,-2.2,-2,-2,-8,-4,0,CC(C)OCCCNC(=O)c1ccc(NC(=O)C2CCCO2)cc1 (configuration not stated)
1,-4,-20,-10,-1.9,10,-4,3,20,-2,Cc1cc(C)cc(-c2nnc(SCC(=O)Nc3cc(C)on3)o2)c1
0,-5,21,10,-0.7,2,-3,-8,-21,2,Cc1cc(C)c(C#N)c(Oc2ccc(F)cc2)n1
0,-6,0,24,-0.6,9,-1,-12,0,-1,COc1ccc(CSc2nc3ccccc3c(=O)[nH]2)cc1F
0,0,-40,11,-0.3,-2,1,-10,40,·,CCOC(=O)C1=C(c2ccccc2)Nc2ncnn2C1c1ccc(C(=O)O)cc1 (configuration not stated)
-11,-8,-4,14,-0.2,-8,-4,-4,4,-3,Cc1ccsc1/C=N/NC(=O)CN1CCN(Cc2ccccc2)CC1
-2,-1,1,-26,-3.3,-1,0,-15,-1,2,CC(C)CN1CCN(Cc2cccc3nccnc23)CC1CCO (configuration not stated)
5,-2,6,-4,0.5,-4,·,-2,-6,·,COc1ccc(NC(=O)c2nnn(Cc3cccc(F)c3)c2N)c(OC)c1
-5,1,-12,-3,-2.1,2,-7,-15,12,1,Nc1nc(SCc2nc3scc(-c4cccs4)c3c(=O)[nH]2)n[nH]1
-9,-13,-12,14,0.4,4,·,-15,12,2,Cc1cc(NCC(c2ccccc2)c2ccccc2)n2ncnc2n1
3,0,-11,1,-2.8,9,-3,10,11,-4,COc1ccc(OCC(=O)NNC(=O)c2cccc(O)c2)cc1
-3,1,-5,-36,-1.8,-15,-4,-15,5,2,Cn1c(=O)c2ccccc2n(CC(=O)NCCC2=CCCCC2)c1=O
-7,-2,20,0,-1.2,-1,-2,-21,-20,0,C1CCCCCC2(CCCCC1)OCC(CN1CCOCC1)O2 (configuration not stated)
3,-4,-3,·,-2.3,5,-5,-14,3,-1,O=C(NCC(c1ccco1)N1CCc2ccccc2C1)c1ccccc1Br (configuration not stated)
-19,2,-6,-12,0.0,-22,-1,-3,6,-2,Cc1ccc(S(=O)(=O)NCc2ccncc2)c(C)c1C
-1,-11,22,-31,-1.4,1,-3,-2,-22,0,Cc1ccccc1NC(=O)Cc1nc(COC(=O)Cc2c(F)cccc2Cl)cs1
2,-10,5,-26,1.4,-5,7,-9,-5,-4,COc1cccc(C(O)c2nc3ccccc3n2C(C)C)c1OC (configuration not stated)
33,4,4,-3,-0.8,-4,-3,-8,-4,2,Cc1ccc(CONC(=O)c2cccc(C)c2)cc1
·,-7,49,-6,-0.3,-24,-4,3,-49,5,COc1cccc(/C=N/NC(=O)c2cc(-c3cccn3C)n[nH]2)c1
-1,0,-46,-77,-1.7,-3,-2,-8,46,-2,Cc1onc(-c2c(F)cccc2Cl)c1C(=O)NC(=S)NC1CCS(=O)(=O)C1 (configuration not stated)
4,-4,-31,10,-1.0,-2,-5,-9,31,-1,Cc1cc([N+](=O)[O-])nn1CC(=O)NNC(=S)Nc1ccc(Cl)cc1
5,0,0,-3,0.2,-1,-5,-6,0,·,CCC1COCCS(=O)(=O)N1Cc1ccccc1F (configuration not stated)
-10,-9,-8,14,-0.1,-1,·,-1,8,3,CC1CCN(S(=O)(=O)c2ccc(C(=O)OC(C)C(=O)N(C)C3CCCCC3)cc2)CC1 (configuration not stated)
-3,-7,46,-4,-1.1,-1,-2,-2,-46,34,Cc1ccc(N2C(=O)N(CC(=O)Nc3cc(C)cc(C)c3)C(=O)C2C)cc1 (configuration not stated)
-3,-25,-3,-9,-2.3,4,-1,-4,3,10,C[C@@]12CC(=O)NC1N(C(=O)c1cccc(C(F)(F)F)c1)C(c1ccccc1OC(=O)c1cccc(C(F)(F)F)c1)C2 (some centres not stated)
15,-4,24,-4,-0.7,0,-4,-10,-24,0,CCOC(=O)C1=C(COC(=O)/C=C/c2cccc(F)c2)NC(=O)NC1C (configuration not stated)
5,-4,-2,-1,-3.6,2,-1,1,2,4,Cc1nn(-c2ccccc2)c(C)c1NC(=O)c1ccc(S(=O)(=O)N2CCCC2)cc1

# Quoted at random: 2 compounds from above
MITF act,dFosB act,SR-BI DiI inh,PfHsp90 set2,CAL PDZ FP-1,Rtt109 Vps75,CAL PDZ FP-2,PvdQ acylase,SR-BI uptake up,NSD2 inh,Compound
-1,-11,22,-31,-1.4,1,-3,-2,-22,0,Cc1ccccc1NC(=O)Cc1nc(COC(=O)Cc2c(F)cccc2Cl)cs1
33,4,4,-3,-0.8,-4,-3,-8,-4,2,Cc1ccc(CONC(=O)c2cccc(C)c2)cc1

# Assay outcomes deposited in PubChem by Broad Institute.
